# KB-V1 MDR tox = kills drug-selected multidrug resistant KB-V1 cells; KB-V1 MDR cells viability, CellTiter-Glo, 72 h; 400,000 tested, 3.4% active; Potency, µM (doses to about 46.1 µM), for the others: at the highest dose activity change, negative = cytotoxicity, actives largely listed as cytotoxic; also: potency is read from the fitted curve at half-maximal effect; % is scaled to controls: 0 for no effect and ±100 for the full control effect; nearly all actives have a fitted effect of over 60% in size
#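 Compound-treated KB-V1 multidrug-resistant cells, 72 h, 37 degrees C; viability by CellTiter-Glo. Fitted qHTS curves give the values.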
# KB-3-1 tox = kills parental KB-3-1 adenocarcinoma cells; KB-3-1 viability, CellTiter-Glo ATP luminescence, 72 h; 400,000 tested, 1.4% active; Potency, µM (doses to about 46.1 µM), without a hit: at the highest dose activity change, negative = cytotoxic, usual class: cytotoxic; AID 1347075; also: potency is read from the fitted curve at half-maximal effect; % is scaled to controls: 0 for no effect and ±100 for the full control effect; nearly all actives have a fitted effect of over 60% in size
#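 Luminescent ATP read-out (CellTiter-Glo) measures survival of drug-naive KB-3-1 cells after 72 h compound exposure at 37 °C. Titration series was screened from lowest to highest concentration, with DMSO vehicle plates as background controls.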
# HT1080-NT tox = kills 2HG-producing HT-1080-NT fibrosarcoma cells | HT-1080-NT fibrosarcoma viability, CellTiter-Glo ATP luminescence, 48 h | Potency, µM (top dose mostly 46.1 µM), inactives show top-dose activity, negative = less viability, hits mostly cytotoxic | 360,000 tested, 1.6% active;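 also: NT is the 2HG producing partner of a matched IDH1 knockdown line; potency is read from the fitted curve at half-maximal effect; 0% = DMSO-treated cells and -100% = media-only wells without cells; nearly all actives have a fitted effect of over 55% in size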
#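 Toxicity toward the 2HG-producing NT line was scored as %Activity, normalised to DMSO and no-cell wells, from CellTiter-Glo luminescence after 48 hours' treatment.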
# S2 tox = cell viability loss in ATXN counter-screen; S2 cells (HEK-293 line with an ATXN2-luciferase reporter) viability, CellTiter-Fluor protease fluorescence, 24 h; Potency, µM (top dose mostly 56.7 µM), most hits filed as cytotoxic; 400,000 tested, 0.49% active; AID 651635; also: potency is read from the fitted curve at half-maximal effect; nearly all actives have a fitted effect of over 40% in size
# ATXN2 expr inh = ATXN2 expression inhibition. HEK-293 ATXN2-luciferase reporter, luminescence, 24 h. Potency, µM (series often up to 57 µM), for inactives: top-dose activity change, negative = inhibition, hits mostly inhibitors. 360,000 tested, 0.72% active. AID 1745845; also: potency is read from the fitted curve at half-maximal effect; % is scaled to controls: 0 for no effect and ±100 for the full control effect; nearly all actives have a fitted effect of over 55% in size
#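 ATXN2-luciferase reporter cells (luciferase flanked by upstream and downstream ATXN2 gene portions) were treated 24 h at 37 °C with compounds at up to 57 uM. SteadyGlo luminescence gave expression; GF-AFC fluorescence gave viability.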
# HT1080 IDH1KD tx = kills HT-1080 cells with IDH1 knockdown | HT-1080 IDH1 knockdown viability, ATP luminescence, 48 h | Potency, µM (top dose mostly 46.1 µM), for the others: at the top dose activity, negative = toxicity, actives largely listed as cytotoxic | 360,000 tested, 2% active | AID 686971;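 also: potency is read from the fitted curve at half-maximal effect; 0% = DMSO wells and -100% = cell-free medium wells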
#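 Knockdown cells (IDH1KD HT-1080) received compounds 2 h after plating at 750 cells/well and were kept 48 h at 37 °C in 5% FBS RPMI. A CellTiter-Glo luminescence read gave % activity for curve fitting.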
# IL1B secr inh = inhibitors of inflammasome signaling (IL-1 beta secretion). activity change, % at 57.5 µM. THP-1 LPS/ATP IL-1B secretion, AlphaLISA, 16 h; active compounds read low. 360,000 tested, 4.7% active; in the data active = activity change below about -50%; inconclusive = mostly about -30% to -49%; also: % is scaled to controls: 0 for no effect and ±100 for the full control effect
#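 THP-1 cells pretreated 1 hr with compounds (up to 57.5 uM final), then stimulated with LPS (250 ng/mL final) plus ATP (1.25 mM final); secreted IL-1B measured by AlphaLISA after 16 hr, decreased signal indicating inhibition.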
# SW480 rereplic = inducers of DNA re-replication in SW480 colon cancer cells; 340,000 tested, 1.8% active; AID 624297; Potency, µM (series often up to 46.1 µM), inactives show at the highest dose re-replication activation, actives largely listed as activators; SW480 DNA re-replication, Hoechst DNA content imaging, 48 h; also: potency is read from the fitted curve at half-maximal effect; % of control where 0% means no effect; nearly all actives have a fitted effect of over 55% in size
#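 Compounds, transferred as 23 nL by pin tool, were incubated with cells for 48 hr; DNA content per nucleus was then quantified by Hoechst staining and fluorescence plate imaging.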
# MCF10A rerep = DNA re-replication induction in MCF 10a cells; MCF 10A DNA re-replication, Hoechst nuclear intensity, 48 h; Potency, µM (top dose mostly 46.1 µM), for the others: top-dose activity, positive = re-replication, usual class: activators; 350,000 tested, 2.9% active; AID 624296; also: potency is read from the fitted curve at half-maximal effect; % of control where 0% means no effect; nearly all actives have a fitted effect of over 50% in size
# * = called active by the depositor; i = inactive; ? = inconclusive; nt = not tested or not shown; [ ] = remark or other dose. Unless noted, calls follow the shape of the dose curve; as a rule, active = well fitted curve in the direction sought with a large enough effect; inconclusive = small, poorly fitted or top-dose-only effect, or another doubt; inactive = no such curve, though single readings can be large; an effect the other way counts as inactive or inconclusive.
# Preview:
SMILES,KB-V1 MDR tox,KB-3-1 tox,HT1080-NT tox,S2 tox,ATXN2 expr inh,HT1080 IDH1KD tx,IL1B secr inh,SW480 rereplic,MCF10A rerep
COc1cc(N(C(=O)Cc2cccs2)C(C(=O)NC2CCCCC2)c2cccc(OC)c2OC)ccc1-n1cnnn1 (centres undefined),0%,-21%,3%,i,-1%,1%,-3,-27%,?
C[C@H]1CN([C@@H](C)CO)C(=O)CCCn2nncc2CO[C@@H]1CN(C)Cc1cccc(C(F)(F)F)c1,15%,1%,-3%,i,-13%,-4%,11,nt,nt

# All compounds of this part, repeating the preview:
SMILES,KB-V1 MDR tox,KB-3-1 tox,HT1080-NT tox,S2 tox,ATXN2 expr inh,HT1080 IDH1KD tx,IL1B secr inh,SW480 rereplic,MCF10A rerep
COc1cc(N(C(=O)Cc2cccs2)C(C(=O)NC2CCCCC2)c2cccc(OC)c2OC)ccc1-n1cnnn1 (centres undefined),0%,-21%,3%,i,-1%,1%,-3,-27%,?
C[C@H]1CN([C@@H](C)CO)C(=O)CCCn2nncc2CO[C@@H]1CN(C)Cc1cccc(C(F)(F)F)c1,15%,1%,-3%,i,-13%,-4%,11,nt,nt
CCOC(=O)c1c(C)[nH]c2cc(Br)c(O)cc12,-29%,4%,-13%,i,61%[activator],-6%,-9,5%,-2%
OCC[C@@H]1C[C@@H](O)[C@H](O)[C@]2(CCCO2)O1,-13%,0%,13%,i,8%,5%,15,-41%[inhibitor],-6%
COc1ccccc1NS(=O)(=O)c1cc(NC(=O)CN2C(=O)NC3(CCCC3)C2=O)ccc1C,-1%,-7%,-3%,i,-7%,3%,-13,-5%,1%
Cc1cc(C)c(C)c(S(=O)(=O)N2CCN(C(=O)c3ccccc3OCc3c(C)noc3C)CC2)c1C,0%,?,-2%,i,-17%,-28%,12,-17%,18%
COc1ccccc1CNC(=O)C(NC(=O)c1ccccc1)C(C)C (centres undefined),8%,6%,6%,i,-16%,8%,0,43%,?
O=Cc1c[nH]c2ccc(C(=O)c3ccccc3)cc12,?,-3%,-13%,i,-1%,-12%,?,12%,7%
COCCCNC(=O)c1cc(C(=O)Cc2ccccc2)c[nH]1,0%,-3%,3%,?,-4%,7%,30,-4%,-1%
CC(=O)N1CCc2cc(S(=O)(=O)NCCC(=O)Nc3cccc(C)c3C)ccc21,0%,4%,7%,i,-6%,-1%,2,-7%,-7%
CN(C)S(=O)(=O)c1cccc(NC(=O)COC(=O)C2CCN(C(=O)c3ccc(F)cc3)CC2)c1,-3%,2%,6%,i,1%,-1%,-5,1%,-2%
CCC/C=C/c1ccc(CN2C(C(C)C)C(=O)N(Cc3cn(CCC4OCCCO4)nn3)CCS2(=O)=O)cc1 (centres undefined),-13%,-10%,-4%,nt,?,-17%,?,nt,nt
COc1cccc(-c2onc3ccc(C(=O)/C=C/N(C)C)cc23)c1,-23%,0%,-19%,?,-14%,-3%,-66*,?,?
CCCn1c(SCC(=O)c2cc(C)n(C3CC3)c2C)n[nH]c1=O,nt,nt,8%,i,19%,6%,-7,-8%,?
C[N+]1(CCCOC(=O)C2(c3ccccc3)CCCC2)CCOCC1,-13%,-4%,-4%,i,-2%,-2%,8,-73%[inhibitor],2%
CCc1cc(C(=O)NNC(=O)CCN2CCN(c3ccccc3)CC2)sc1C,2%,4%,-5%,i,4%,-3%,-4,?,10%
COc1ccccc1N1C(=O)c2cccc3c(N(C)CCO)ccc(c23)C1=O,0%,1%,-8%,i,-9%,-6%,11,-5%[1.84 µM],-3%
O=C(Nc1ccccc1Cl)c1cccc(NC(=O)C2C3CC4OC(=O)C2C4C3)c1 (centres undefined),-27%,7%,1%,?,6%,1%,-9,-7%,20%
Cc1ccc(N(CC(=O)NCc2ccc(F)cc2)C(=O)c2csnn2)c(C)c1,-6%,-22%,-2%,?,-22%,-2%,0,-9%,?
Cc1cccnc1NC(=S)NC(=O)/C=C/c1ccccc1,3%,13%,15%,i,18%,8%,-22,17%,2%
O=C(Nc1ccccc1)Nc1nncs1,28%,6%,12%,i,-2%,15%,-16,?,7%
Cn1cccc1CC(=O)N/N=C/C=C/c1ccccc1,14%,1%,8%,i,0%,12%,-9,-5%,4%
Cc1c(C)c(C)c2[nH]c(-c3ccc4c(c3)OCO4)nc2c1C,-23%,5%,?,?,?,-23%,-28,?,?
C=CCn1c(COc2cccc(C)c2)nnc1SCC(=O)c1c[nH]c2c(CC)cccc12,40%,24%,24%,i,1%,21%,13,0%,1%
Cc1ccc(CN2CCCCC2C(=O)Nc2ccc(Oc3cccnc3)cc2)o1 (centres undefined),8.2µM*,5.2µM*,?,?,-19%,-21%,30,16µM*,15µM*

# Following part.
SMILES,KB-V1 MDR tox,KB-3-1 tox,HT1080-NT tox,S2 tox,ATXN2 expr inh,HT1080 IDH1KD tx,IL1B secr inh,SW480 rereplic,MCF10A rerep
CC(C)(C)OC(=O)Cn1c(=O)cnc2ccccc21,?,17%,6%,i,-1%,2%,2,-6%,4%
CCC(C(=O)O)n1cnc2scc(-c3ccc(C)c(C)c3)c2c1=O (centres undefined),0%,5%,12%,i,3%,17%,31,2%,6%
COC(=O)Cn1cnc(=O)c(C#N)c1/C=C/N(C)C,?,3%,0%,i,1%,2%,8,-1%,-4%
O=C(Nc1ccccc1)N1N=C(c2ccc(F)cc2)CC1c1ccc(F)cc1 (centres undefined),?,-30%,-9%,i,4%,-6%,22,-55%[inhibitor],-38%[inhibitor]
CC1=NN(c2ccccc2)C(=O)/C1=C/c1c(O)n(-c2ccc(F)c(Cl)c2)[nH]c1=O,?,3%,-1%,?,73%[activator],-2%,-8,-1%,0%
Cc1nn(C(C)(C)C)c(OC(=O)C2CCCC2)c1S(=O)(=O)c1ccccc1,?,21µM*,?,i,-17%,?,10,-3%,?
Cc1ccc(S(=O)(=O)NCC(C)n2cncn2)cc1 (centres undefined),-4%,7%,-3%,i,0%,13%,-3,3%,8%
CCN(CC(=O)Nc1ccc(NC(C)=O)cc1)C(=O)/C=C/c1ccc2c(c1)OCO2,-19%,?,-20%,?,6%,?,-1,-2%,28%
CCOc1ccccc1NC(=O)CS(=O)(=O)c1cn(CC(=O)N2CCOCC2)c2ccccc12,5%,1%,2%,i,3%,-2%,i,-3%,-1%
NC(=O)C1CCN(C(=O)COc2ccc(S(=O)(=O)NC3CCCC3)cc2)CC1,?,?,11%,i,-18%,11%,-2,-16%,-12%
CCOC(=O)c1c(S(=O)(=O)N2CCCC(C(=O)Nc3ccc(C)cc3C)C2)c(C)n(CC)c1C (centres undefined),-2%,5%,nt,i,10%,nt,nt,nt,nt
Cc1ccc(NC(=O)CS(=O)CC(=O)NCC2CCCO2)cc1 (centres undefined),25%,-1%,2%,i,6%,3%,17,-2%,-1%
COc1cccc(NC(=O)CSc2nc(=O)n(Cc3ccccn3)c3c2CCC3)c1,-1%,8%,nt,i,-9%,nt,nt,nt,nt
c1ccc(CSc2nnc(-c3ccncc3)o2)cc1,?,0%,?,i,44%[activator],-2%,-12,3%,-5%
CCSc1nnc(NC(=O)CSc2nccn2-c2cc(C)cc(C)c2)s1,18%,11%,19%,?,5%,13%,4,-5%,12%
Cc1nn(C)c(C)c1NC(=O)c1ccccc1NC(=O)Nc1ccccc1,9%,1%,0%,i,nt,1%,44,9%,0%
COc1ccc2c3n(nc2c1)CCN=C3c1ccc(Cl)cc1,19%,0%,0%,i,8%,11%,31,-48%[inhibitor],21%
COc1ccc(Br)cc1CN(C)C(=O)c1cnc(C)cn1,?,-10%,-13%,i,5%,-1%,33,-17%,0%
Cc1cc(C(=O)NCCc2ccc(Cl)cc2)c2ccccc2n1,?,-5%,-21%,i,-12%,?,3,-5%,-1%
CC(C)C(=O)Nc1ccc(O)c(-c2csc(N)n2)c1,28%,?,13%,?,42%[activator],8%,-12,-2%,?
O=C(NCCc1ccccc1)c1c[nH]c2c(F)cccc2c1=O,-3%,-5%,3%,i,42%[activator],-3%,6,-2%,-5%
O=C(O)CSCC(=O)N1CCN(Cc2ccc3c(c2)OCO3)CC1,10%,11%,5%,i,19%,9%,21,-6%,-4%
Cc1csc(=O)n1CC(=O)Nc1ccc(Cl)cc1F,-13%,-2%,0%[9.24 µM],i,2%,2%,-12,-12%,-6%
O=C(NN(Cc1ccccc1)Cc1ccccc1)c1ccccc1,-9%,3%,-20%,i,-5%,-15%,-27,7%,-3%
COc1ccc(NC(=O)c2cc(-c3ccco3)on2)c(OC)c1,-1%,2%,-1%,nt,5%,2%,15,6%,?

# Further compounds follow.
SMILES,KB-V1 MDR tox,KB-3-1 tox,HT1080-NT tox,S2 tox,ATXN2 expr inh,HT1080 IDH1KD tx,IL1B secr inh,SW480 rereplic,MCF10A rerep
Cc1oc(-c2cccc(Cl)c2)nc1CN(C)C1CCOC1 (centres undefined),-23%,1%,0%,i,-27%,15%,-7,3%,0%
Cc1c(Cl)cccc1NC(=O)CCS(=O)(=O)c1cccc2nonc12,-12%,-4%,12%,i,-23%,7%,-6,-6%,?
CC(=O)N1CCc2c(sc3c2c(=O)n(-c2ccc(F)cc2)c(=O)n3Cc2cc(C)ccc2C)C1,0%,3%,nt,i,4%,nt,nt,nt,nt
COC(=O)c1cccc(NC(=O)NC2CCCN2S(=O)(=O)c2ccc(Cl)cc2)c1 (centres undefined),?,0%,5%,i,-13%,3%,3,-4%,?
Cc1cc(C)cc(NC(=O)COC(=O)COc2ccc(N(C)S(=O)(=O)c3cccs3)cc2)c1,5%,5%,0%,?,-11%,6%,3,-7%,1%
COc1ccc2c(c1)OC[C@H]1[C@H]2N2C(=O)CN(CCc3c[nH]c4ccccc34)C(=O)[C@@]2(C)[C@H]1c1ccccc1,18%,-24%,-21%,i,-6%,-1%,-23,-14%,18%
Cc1cc(C)c2c(=O)cc(C(=O)Nc3ccccc3C(F)(F)F)oc2c1,-1%,1%,nt,i,10%,nt,nt,nt,nt
CC(C)[C@H]1C=C(C(=O)O)O[C@@H](OCCCCO)C1,17%,9%,-1%,i,0%,7%,3,2%[9.22 µM],-2%
c1ccc(CCNCC2COc3ccccc3O2)cc1 (centres undefined),-14%,13%,-1%,i,15%,1%,-16,-15%,-5%

# Screening results: PubChem, National Center for Advancing Translational Sciences (NCATS)
